# Bioassay records deposited in PubChem by several laboratories.
# BoNT-A LC inh2: inhibitors of Botulinum neurotoxin A light chain protease; multiplex microsphere protease substrate cleavage, flow cytometry; inhibition, % at 10 µM; 360,000 compounds, 0.17% hits; also: plate controls were buffer without enzyme for full effect and enzyme alone for no effect
# PriA SSB inh: K. pneumoniae PriA-SSBct interaction inhibition | AlphaScreen SSBct-PriA binding, biotinylated peptide | inhibition, % at 33 µM | 430,000 compounds, 0.6% hits; in the data active = inhibition mostly above about 37%, no sharp cut-off; inactive = mostly below about 20%;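 also: plate controls were negative control peptide for no effect and reference peptide for full effect; strong numbers were not always called active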
# SARS 3CLpro inh: SARS-CoV 3CLpro protease inhibition; 290,000 compounds, 0.14% hits; inhibition, % at 6 µM; recombinant SARS-CoV 3CLpro, quenched FRET peptide cleavage; AID 1706; in the data active = inhibition above about 12%
# Vc quorum ag: inducers of Vibrio cholerae quorum light production without autoinducers. V. cholerae BH1578 lux reporter, luminescence, 6 h. activation, % at 18.7 µM. 350,000 compounds, 0.16% hits. AID 588436; in the data active = activation mostly above about 9.7%, no sharp cut-off; inconclusive = no clear call, values can overlap the other calls; inactive = mostly below about 3.7%; also: not every result past the cut was called active; inactives centre near 0; reference of the scale not given here
# PfHsp40 yeast: restores yeast growth despite PfHsp40 toxicity | S. cerevisiae expressing PfHsp40, growth rescue, ATP luminescence | growth rescue, % at 12.5 µM | 340,000 compounds, 0.68% hits | AID 504582; in the data active = growth rescue above about 28%, passing the limit was not always enough; inconclusive = no clear call, values can overlap the other calls;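 also: yeast W303a lacking pdr1 and pdr3 grown in galactose medium; growth measured after three days at 30 °C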
# TcdB GH inh: inhibitors of Clostridioides difficile toxin B glycohydrolase. inhibition, % at 9.99 µM. TcdB glycohydrolase enzymatic assay, plate reader. AID 652162. 350,000 compounds, 0.24% hits. P18177; in the data active = inhibition above about 10%
# Target sequence (P18177 whole entry, looked up): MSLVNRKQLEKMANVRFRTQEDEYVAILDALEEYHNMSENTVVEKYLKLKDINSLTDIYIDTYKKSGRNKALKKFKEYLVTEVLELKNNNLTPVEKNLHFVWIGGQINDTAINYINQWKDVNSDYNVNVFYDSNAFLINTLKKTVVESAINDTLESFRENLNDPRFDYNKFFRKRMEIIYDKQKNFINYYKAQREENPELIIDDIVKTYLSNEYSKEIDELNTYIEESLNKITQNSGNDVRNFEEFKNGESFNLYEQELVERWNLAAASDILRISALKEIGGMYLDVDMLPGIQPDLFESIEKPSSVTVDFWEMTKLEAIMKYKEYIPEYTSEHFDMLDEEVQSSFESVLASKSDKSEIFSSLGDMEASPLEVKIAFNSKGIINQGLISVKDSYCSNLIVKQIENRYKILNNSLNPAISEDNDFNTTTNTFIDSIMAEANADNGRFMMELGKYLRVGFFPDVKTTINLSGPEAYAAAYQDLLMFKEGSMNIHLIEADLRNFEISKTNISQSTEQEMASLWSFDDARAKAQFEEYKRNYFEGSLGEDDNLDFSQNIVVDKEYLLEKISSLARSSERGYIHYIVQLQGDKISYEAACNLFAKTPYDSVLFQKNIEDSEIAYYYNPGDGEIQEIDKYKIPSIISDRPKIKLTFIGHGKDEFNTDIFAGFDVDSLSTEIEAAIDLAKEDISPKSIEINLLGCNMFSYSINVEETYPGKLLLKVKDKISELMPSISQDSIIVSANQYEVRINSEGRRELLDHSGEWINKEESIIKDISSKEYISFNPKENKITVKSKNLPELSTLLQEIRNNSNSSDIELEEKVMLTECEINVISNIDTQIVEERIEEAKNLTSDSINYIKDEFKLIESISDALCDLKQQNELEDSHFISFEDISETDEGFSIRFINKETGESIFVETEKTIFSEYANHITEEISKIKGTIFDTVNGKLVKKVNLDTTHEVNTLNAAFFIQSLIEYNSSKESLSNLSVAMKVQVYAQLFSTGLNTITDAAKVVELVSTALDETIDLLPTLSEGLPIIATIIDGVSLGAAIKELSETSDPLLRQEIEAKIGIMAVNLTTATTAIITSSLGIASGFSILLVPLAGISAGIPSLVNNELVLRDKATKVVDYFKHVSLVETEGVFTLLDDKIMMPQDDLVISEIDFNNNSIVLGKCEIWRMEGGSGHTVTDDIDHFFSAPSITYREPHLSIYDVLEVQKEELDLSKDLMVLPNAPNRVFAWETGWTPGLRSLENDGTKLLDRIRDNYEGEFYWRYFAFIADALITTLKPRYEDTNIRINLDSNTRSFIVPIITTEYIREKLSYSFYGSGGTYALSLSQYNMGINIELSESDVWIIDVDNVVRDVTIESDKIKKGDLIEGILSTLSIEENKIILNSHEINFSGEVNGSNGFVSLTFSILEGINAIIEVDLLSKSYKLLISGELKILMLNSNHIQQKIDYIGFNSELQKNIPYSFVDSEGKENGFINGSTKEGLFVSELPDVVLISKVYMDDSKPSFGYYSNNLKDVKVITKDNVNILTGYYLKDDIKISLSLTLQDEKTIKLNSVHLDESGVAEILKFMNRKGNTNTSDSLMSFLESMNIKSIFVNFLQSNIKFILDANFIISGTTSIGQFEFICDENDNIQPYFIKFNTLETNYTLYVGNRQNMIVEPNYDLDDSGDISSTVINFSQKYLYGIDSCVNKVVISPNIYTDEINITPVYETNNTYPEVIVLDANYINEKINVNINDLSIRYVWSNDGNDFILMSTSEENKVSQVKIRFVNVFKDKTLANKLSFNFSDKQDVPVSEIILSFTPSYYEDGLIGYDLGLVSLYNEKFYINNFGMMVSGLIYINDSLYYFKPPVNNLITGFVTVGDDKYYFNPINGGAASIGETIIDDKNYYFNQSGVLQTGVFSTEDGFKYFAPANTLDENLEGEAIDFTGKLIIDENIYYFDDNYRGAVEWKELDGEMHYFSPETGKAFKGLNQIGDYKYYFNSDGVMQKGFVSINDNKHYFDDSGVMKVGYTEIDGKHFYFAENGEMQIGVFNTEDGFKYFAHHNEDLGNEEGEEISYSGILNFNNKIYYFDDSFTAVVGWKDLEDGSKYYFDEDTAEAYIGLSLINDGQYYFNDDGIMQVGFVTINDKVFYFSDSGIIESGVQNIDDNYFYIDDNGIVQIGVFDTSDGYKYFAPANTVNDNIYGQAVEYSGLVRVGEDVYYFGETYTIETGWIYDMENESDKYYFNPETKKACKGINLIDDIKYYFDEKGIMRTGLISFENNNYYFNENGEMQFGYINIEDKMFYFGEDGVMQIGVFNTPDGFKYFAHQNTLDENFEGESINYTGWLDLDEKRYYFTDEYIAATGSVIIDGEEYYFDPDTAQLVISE
# Anthrax LF inh2: blocks Bacillus anthracis lethal factor protease; 360,000 compounds, 0.12% hits; P15917; inhibition, % at 10 µM; multiplex microsphere protease cleavage assay, LF; also: plate controls were buffer without enzyme for full effect and enzyme alone for no effect
# PrPC TRFRET: inhibitors of human cell surface prion protein PrPC | P04156 | TR-FRET read-out | inhibition, % at 13.8 µM | 370,000 compounds, 0.43% hits | AID 720596; in the data active = inhibition above about 24%; also: 0% = median of the test wells and 100% = reference compound wells
# Yp Topo-I inh: inhibitors of Yersinia pestis topoisomerase I; Y. pestis Topo-I cleavage product accumulation, plate reader; activity, % at 10 µM; 360,000 compounds, 0.064% hits; in the data active = activity above about 50%, passing the limit was not always enough; inconclusive = no clear call, values can overlap the other calls; also: inactives centre near 2
# Numbers without * were called inactive; i = inactive; u = inconclusive; x = not tested or not shown; & = joins results of further samples. Rule as the data show it, unless noted: active = inhibition above about 30%; inconclusive = no clear call, values can overlap the other calls; inactive = below that.
SMILES,BoNT-A LC inh2,PriA SSB inh,SARS 3CLpro inh,Vc quorum ag,PfHsp40 yeast,TcdB GH inh,Anthrax LF inh2,PrPC TRFRET,Yp Topo-I inh
O=C1C(=Nc2cccc(Cl)c2)CC(c2ccc(Cl)cc2)N1c1cccc(Cl)c1 (stereo not given),1.4,19.5,3.3,-0.8,-1.3,0.1,-14.9,-4.4,5.9
O=C(Cc1ccc(F)cc1)Nc1nnc(SCC(=O)N2CCCCC2)s1,-0.5,-2.3,-2.7,-5.9,-1.7,2.0,-1.4,5.9,9.5
Cc1ccccc1-n1ncc(C(C)NS(=O)(=O)c2sccc2C)c1C (stereo not given),5.4,-11.6,7.9,i,2.1,-11.4,0.2,1.9,16.0
CCOc1ccc(C2C(C(=O)Nc3ccc(F)cc3)=C(C)Nc3nc(CCCO)nn32)cc1 (stereo not given),-1.0,-3.0,2.6,-0.5,1.2,-0.1,0.1,-3.8,3.0
COCC(=O)N(Cc1nc2ccccc2c(=O)[nH]1)Cc1cccs1,0.3,-2.5,5.2,-0.5,-0.7,x,1.3,0.4,4.2
Cc1nc(NC(=S)NC(=O)c2cncc(Br)c2)ccc1Br,0.1,4.4,2.7,i,-0.3,0.4,0.8,-1.2,7.6
O=C(/C=C(\O)c1ccccc1)C(=O)NNC(=O)c1ccccc1,-4.9,x,1.2,i,0.3,-0.5,3.6,-4.3,1.5
CC1CCN(Cc2nc3c(c(=O)n(C)c(=O)n3C)n2CCc2ccccc2)CC1,0.7,4.4,0.1,-0.3,-0.7,x,1.7,-1.4,5.1
CCc1noc(C)c1C(=O)N1CCN(S(=O)(=O)c2cccc(C(F)(F)F)c2)CC1,-2.9,-3.5,x,i,0.2,1.7,-1.0,-0.9,2.0
CC(C)(C)NC(=O)CN(Cc1cccs1)C(=O)C1COc2ccccc2O1 (stereo not given),-0.7,-15.8,-5.6,-4.1,-0.3,x,0.1,-3.3,-3.1
O=C(CSC1=NS(=O)(=O)c2ccccc2N1)Nc1nccs1,-0.6,-3.3,x,i,-0.5,0.5,-0.6,7.8,-1.6
COC(=O)c1nnn(-c2nonc2N)c1CN1CCCC1,-1.7,8.4,-6.0,i,0.7,-0.1,-1.2,1.3,0.9
CCN1CCCC1CNS(=O)(=O)c1cccc(C(F)(F)F)c1 (stereo not given),0.0,-0.7,5.1,-1.1,1.8,0.9,-9.7,0.6,-3.0
COc1ccc(N2C(=O)CC(NCc3ccncc3)C2=O)cc1 (stereo not given),0.6,-17.0,-1.2,i,0.0,x,0.5,-2.5,8.0
CC[C@H](C)C(N)c1cn([C@@H](CC(N)=O)C(=O)N2CCNCC2)nn1 (stereo not given in full),-0.9,3.6,x,-3.0,-0.4,0.3,-4.0,6.8,3.6
O=C(/C=C/c1cccs1)N1CCN(Cc2ccc3c(c2)OCO3)CC1,0.6,1.4,3.4,-0.3,-0.8,0.9,1.1,5.5,3.0
O=C(COC(=O)/C=C/c1ccccc1Cl)NCCNC(=O)COC(=O)/C=C/c1ccccc1Cl,-2.5,-6.9,-3.8,i,0.8,1.4,-4.4,1.0,5.9
Cc1cccc(C)c1Nc1n[nH]c(=S)s1,0.0,x,x,-0.3,x,3.2,-9.3,-1.1,-5.5
COc1ccc(-c2csc(C3=C(O)CN(Cc4ccc(Cl)cc4)C3=N)n2)cc1OC,1.7,-1.9,-0.4,-0.4,-0.4,3.5,1.4,6.3,-15.7
O=C(c1ccco1)N1N=C(c2cccs2)CC1c1ccco1 (stereo not given),-0.3,-2.9,1.1,i,0.2,1.7,-1.5,-8.1,-1.1
O=C(NCC(=O)N1CCCCCCC1)c1ccc(Cl)c(Cl)c1,-0.1,x,x,-0.4,x,1.2,-1.8,0.3,-2.7
O=C(Nc1c(C(=O)N2CCOCC2)cnn1-c1ccccc1Cl)c1ccco1,-0.6,4.8,-6.0,-0.4,2.5,x,-6.1,-2.3,1.9
CS(=O)(=O)N1CCN(c2nnc(-c3ccccc3)c3ccccc23)CC1,1.2,-11.1,-0.1,x,-1.2,x,-14.7,-4.9,2.2
Cc1ccc(NC(=O)CSc2nnc(Cc3cccn3C)n2-c2ccc(F)cc2)cc1,-0.1,4.9,-2.1,-0.9,-0.5,0.8,-2.3,11.5,7.2
COc1cccc(CSc2nnc(-c3ccco3)n2C)c1,1.8,-16.8,5.5,-0.3,-1.6,x,-1.7,-2.2,8.3
COCCC(=O)N1CCC(Oc2ccc(C(=O)N3CCCCCC3)cc2)CC1,-2.3,7.0,-3.3,i,-0.7,0.5,-1.8,-1.6,4.4
Cc1ccc(CCC(=O)Nc2ccc(CC(=O)O)cc2)o1,1.7,4.3&8.0,-2.0,4.5,4.0,-0.8,8.6,11.2,0.8
O=C(CSc1nc2ccccc2o1)N1CCN(c2ccc(Cl)cc2)CC1,-0.7,-8.6,-6.0,i,-0.1,x,-7.9,3.5,8.6
COc1ccc(C2/C(=C(/O)c3ccccc3)C(=O)C(=O)N2c2ncccn2)cc1OC (stereo not given),-0.6,x,-3.3,i,1.5,x,0.7,-8.4,8.4
Cc1ccccc1CCN(CC(=O)NCc1ccc(F)cc1)C(=O)c1csnn1,-1.2,-4.5,2.7,-1.6,0.0,0.4,2.2,-4.2,-0.1

# Full records from above. Values in the order: BoNT-A LC inh2 | PriA SSB inh | SARS 3CLpro inh | Vc quorum ag | PfHsp40 yeast | TcdB GH inh | Anthrax LF inh2 | PrPC TRFRET | Yp Topo-I inh
# Shown for O=C(CSc1nc2ccccc2o1)N1CCN(c2ccc(Cl)cc2)CC1 → -0.7 | -8.6 | -6.0 | i | -0.1 | x | -7.9 | 3.5 | 8.6
# Shown for Cc1ccc(NC(=O)CSc2nnc(Cc3cccn3C)n2-c2ccc(F)cc2)cc1 → -0.1 | 4.9 | -2.1 | -0.9 | -0.5 | 0.8 | -2.3 | 11.5 | 7.2

# New compounds follow:
SMILES,BoNT-A LC inh2,PriA SSB inh,SARS 3CLpro inh,Vc quorum ag,PfHsp40 yeast,TcdB GH inh,Anthrax LF inh2,PrPC TRFRET,Yp Topo-I inh
Cc1ccc(C)c(CNS(=O)(=O)c2c(C(=O)N3CCCC3)c(C)n(C)c2C)c1,-0.3,-8.2,6.5,i,0.2,1.3,1.7,6.4,-1.8
O=C(Nc1ccccc1)c1ccccc1OS(=O)(=O)c1ccccc1,0.0,-22.9,1.0,0.8,-1.5,0.9,-19.8,-0.6,3.8
CCOc1ccc(S(=O)(=O)NC(C)(C)C)cc1-c1nc2c(C(C)(C)C)nn(C)c2c(=O)[nH]1,-1.3,-19.4,1.8,i,9.5,1.4,-2.5,4.0,2.9
CSc1nsc(SCC(=O)Nc2ccc(Br)cn2)n1,-0.4,-13.7,0.7,-1.0,-0.2,x,0.6,0.1,0.0
Cc1ccc(N2CC(C(=O)NC(C)CCc3ccccc3)CC2=O)cc1 (stereo not given),-0.1,-9.7,-3.2,-0.6,-0.6,2.0,-0.5,-8.3,2.3
CC(=O)c1cccc(NC(=O)CC2S/C(=N/N=C/c3ccccc3)NC2=O)c1 (stereo not given),-0.4,x,4.4,2.0,-2.0,x,0.3,0.3,14.0
CCCc1nc2ccccc2c(C(=O)OCC(=O)Nc2c(C)n(C)n(-c3ccccc3)c2=O)c1CC,0.7,3.4,-1.7,-1.4,0.3,x,-0.7,-3.5,12.3
O=C(O)Cn1c(Cc2ccccc2)nc2ccccc21,-2.1,-6.0,6.9,-0.3,-0.4,-0.3,-1.8,-0.5,-10.2
O=C(NC1CCCCC1)C1c2ccccc2C(=O)N1Cc1ccc2c(c1)OCO2 (stereo not given),-0.1,4.8,-5.3,-0.3,0.6,2.4,0.5,-4.6,7.6
C=CCSc1nc(C)c(CC=C)c(=O)[nH]1,0.6,-2.1,-6.0,i,1.1,x,-1.1,0.4,7.6
CC12CCC(C(=O)Nc3c(Cl)cccc3Cl)(C(Br)C1=O)C2(C)C (stereo not given),0.0,-8.9,5.7,-0.2,-0.7,0.4,0.6,-2.2,-4.7
CSCC[C@H](N)C(=O)N1CCC(C(=O)N[C@@H](Cc2c[nH]c3ccccc23)C(=O)O)CC1,-3.6,4.3,-0.8,-0.6,-0.1,0.0,-14.0,2.9,8.4
CCCCC(=O)Nc1cc(OC)c(NC(=O)C2CCCCC2)cc1OC,0.4,-6.5,0.8,i,0.9,x,-9.6,-1.4,-8.1
O=C(Cc1n[nH]c(=O)c2ccccc12)N1CCN(c2ccc(F)cc2)CC1,0.5,-7.9,0.4,i,-0.1,-0.4,6.6,0.6,-5.1
CCc1ccc2[nH]c(=O)c(C3C(C#N)=C(N)Oc4c3ccc3cccnc43)cc2c1 (stereo not given),10.6,17.3,-4.5,i,80.5*,x,8.0,-9.4,7.1
C[C@H](NC(=O)c1ccco1)C(=O)NNC(=O)COc1cccc(C(F)(F)F)c1,-4.6,-15.5,x,i,-1.4,-0.5,1.7,3.3,-3.8
CNc1nc(-c2ccc3c(c2)CCN3C(=O)c2ccccc2C)cs1,-0.1,14.3,1.3,i,2.5,2.5,-6.6,8.7,-1.4
O=C1CCC/C(=N/NC(=O)c2ccc(NS(=O)(=O)c3cccs3)cc2)C1,1.0,x,5.0,-0.3,-0.9,1.8,9.7,-2.3,-7.3
CC(C)c1ccccc1NC(=S)N(C)C,x,-4.2,6.2,1.0,-1.9,-0.4,x,-7.6,-2.5
COc1ccc(CC(=O)n2nc(-c3ccc(Cl)cc3)nc2NCc2ccco2)cc1,u,-15.8,3.4,1.0,1.3,x,-5.3,5.2,-8.2
O=C(Nc1cccc(C(F)(F)F)c1)c1cccnc1NCCO,-0.3,-15.3,1.6,0.1,-0.8,2.0,1.0,1.2,-6.4
O=C(CC1C(=O)NCCN1C(=O)Nc1ccc(F)cc1F)Nc1ccc(F)cc1 (stereo not given),0.1,-13.7,-1.7,-0.9,0.3,0.8,-2.2,1.3,-2.2
COc1ccc(NC(=O)Cn2nc(Cc3cccnc3)c3ccccc3c2=O)cc1OC,-0.3,-4.2,-5.5,-0.2,-0.8,-6.1,2.7,1.0,-0.8
O=C1ON=C(c2ccccc2)/C1=C/c1ccc(-c2ccccc2[N+](=O)[O-])o1,1.1,-1.7,14.5*,-0.4,-1.5,x,-1.1,-6.9,-10.3
COCCNC(=O)C(Cc1c[nH]c2ccccc12)NC(=O)OCc1ccccc1 (stereo not given),x,-0.2,-1.1,-0.7,1.8,0.6,x,-3.4,-1.5
Cc1cc(CN(C)C(=O)CC2C(=O)NCCN2Cc2ccc(F)c(F)c2)on1 (stereo not given),0.4,-23.9,5.1,-0.3,1.0,0.5,-3.0,4.7,-1.2
O=C(Nc1ccc(Cc2ccc(NC(=O)N3CCOCC3)cc2)cc1)N1CCOCC1,2.2,-8.9,0.5,-0.3,0.2,x,6.4,5.7,9.9

# By substructure: those above containing a Cl atom
SMILES,BoNT-A LC inh2,PriA SSB inh,SARS 3CLpro inh,Vc quorum ag,PfHsp40 yeast,TcdB GH inh,Anthrax LF inh2,PrPC TRFRET,Yp Topo-I inh
O=C1C(=Nc2cccc(Cl)c2)CC(c2ccc(Cl)cc2)N1c1cccc(Cl)c1 (stereo not given),1.4,19.5,3.3,-0.8,-1.3,0.1,-14.9,-4.4,5.9
O=C(COC(=O)/C=C/c1ccccc1Cl)NCCNC(=O)COC(=O)/C=C/c1ccccc1Cl,-2.5,-6.9,-3.8,i,0.8,1.4,-4.4,1.0,5.9
COc1ccc(-c2csc(C3=C(O)CN(Cc4ccc(Cl)cc4)C3=N)n2)cc1OC,1.7,-1.9,-0.4,-0.4,-0.4,3.5,1.4,6.3,-15.7
O=C(NCC(=O)N1CCCCCCC1)c1ccc(Cl)c(Cl)c1,-0.1,x,x,-0.4,x,1.2,-1.8,0.3,-2.7
O=C(Nc1c(C(=O)N2CCOCC2)cnn1-c1ccccc1Cl)c1ccco1,-0.6,4.8,-6.0,-0.4,2.5,x,-6.1,-2.3,1.9
O=C(CSc1nc2ccccc2o1)N1CCN(c2ccc(Cl)cc2)CC1,-0.7,-8.6,-6.0,i,-0.1,x,-7.9,3.5,8.6
CC12CCC(C(=O)Nc3c(Cl)cccc3Cl)(C(Br)C1=O)C2(C)C (stereo not given),0.0,-8.9,5.7,-0.2,-0.7,0.4,0.6,-2.2,-4.7
COc1ccc(CC(=O)n2nc(-c3ccc(Cl)cc3)nc2NCc2ccco2)cc1,u,-15.8,3.4,1.0,1.3,x,-5.3,5.2,-8.2

# Only part of the results is shown; rates above refer to the full screens.
